# High-throughput results from PubChem BioAssay.
# NPC1 promoter act: qHTS Assay for NPC1 Promoter Activators; Potency, µM (top dose mostly 9.22 µM), for inactives: top-dose activation, most hits filed as activators; Huh7 NPC1 promoter luciferase reporter, 24 h; 320,000 compounds, 2.4% hits; AID 485313, 2010;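 note: potency is the fitted concentration of half-maximal effect; % of control where 0% means no effect; nearly all actives have a fitted effect of over 60% in size; reporter is driven by a mutant NPC1 promoter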
#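 Huh7 reporter cells (NPC1 promoter driving luciferase) are dosed with compound for 24 h at 37 °C, 5% CO2; luciferase detection reagent is then added and luminescence measured after 10 min at ambient temperature.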
# p53 reactivator: qHTS assay for re-activators of p53 using a Luc reporter. H1299 p53-A138V BP100-luciferase reporter, luminescence, 24 h. Potency, µM (top dose mostly 92.2 µM), for the others: at the top dose activity change, positive = activation, hits mostly activators. 320,000 compounds, 0.063% hits. AID 504706, 2011; note: potency is the fitted concentration of half-maximal effect; % of control where 0% means no effect; nearly all actives have a fitted effect of over 45% in size
#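 p53-null H1299 cells stably carrying temperature-sensitive p53-A138V and a BP100-luciferase reporter were pinned with compounds (4-point, 1:5 series) and held 24 hrs at 37 deg C. Luminescence was read 10 min after detection reagent.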
# Giardia kill: Small Molecules that selectively kill Giardia lamblia: qHTS | activity change, % at 7.66 µM, hits read low | AID 540267, 2011 | Giardia lamblia trophozoite viability | 340,000 compounds, 0.15% hits; in the data active = activity change below about -80%; inconclusive = between about -30% and that limit;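 note: parasites exposed to compound for two days anaerobically before the ATP read; % is set by controls: 0 for no effect and ±100 for the full control effect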
#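 ATP-content bioluminescence gauges trophozoite survival. Cells (100/well) receive compound and incubate anaerobically for 48 hrs at 37 deg C; detection reagent follows for 15-30 min at room temperature.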
# PKM2 activator: qHTS Assay for Activators of Human Muscle isoform 2 Pyruvate Kinase. AID 1631, 2009. purified PKM2, Kinase-Glo ATP luminescence, activation; response scale: 0% is enzyme alone, no compound. 260,000 compounds, 0.34% hits. Potency, µM (titrated, usually from 57.5 µM), without a hit: at the highest dose activation, hits mostly activators. Pyruvate kinase PKM (Homo sapiens), P14618; note: potency is the fitted concentration of half-maximal effect; % is set by controls: 0 for no effect and ±100 for the full control effect; nearly all actives have a fitted effect of over 55% in size
# Target sequence (P14618 whole entry, looked up, canonical isoform): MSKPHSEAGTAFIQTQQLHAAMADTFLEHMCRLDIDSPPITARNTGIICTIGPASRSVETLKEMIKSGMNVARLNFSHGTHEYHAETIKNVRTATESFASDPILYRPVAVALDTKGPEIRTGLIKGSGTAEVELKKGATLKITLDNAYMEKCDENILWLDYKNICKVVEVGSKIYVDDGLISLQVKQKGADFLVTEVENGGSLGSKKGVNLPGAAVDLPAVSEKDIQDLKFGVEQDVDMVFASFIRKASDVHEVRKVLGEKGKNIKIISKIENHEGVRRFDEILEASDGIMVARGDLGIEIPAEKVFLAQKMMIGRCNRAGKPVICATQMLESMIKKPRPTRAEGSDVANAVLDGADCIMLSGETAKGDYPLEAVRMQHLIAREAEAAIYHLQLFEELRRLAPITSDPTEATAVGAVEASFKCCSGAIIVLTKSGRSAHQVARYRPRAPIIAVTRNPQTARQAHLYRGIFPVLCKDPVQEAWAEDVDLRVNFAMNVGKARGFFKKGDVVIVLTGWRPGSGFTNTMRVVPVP
#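 Purified hPK-M2 (>95% pure) converted ADP (0.1 mM final) to ATP with 0.5 mM PEP in 50 mM imidazole pH7.2, KCl, MgCl2, Tween 20, BSA; 1 h at room temperature. ATP detected by Kinase-Glo luminescence.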
# Menin MLL FP TR: qHTS Assay for Inhibitors Targeting the Menin-MLL Interaction in MLL Related Leukemias: Competition With Texas Red Labeled MLL-derived Mutant Peptide | Potency, µM (series often up to 61.6 µM), without a hit: at the highest dose FP activity change, negative = inhibition, usual class: inhibitors | 270,000 compounds, 0.23% hits | AID 1768, 2009 | O00255 | Menin + Texas Red MLL mutant peptide, fluorescence polarization; active = well fitted inhibition curve with a large enough effect in the polarisation, with a control signal flat, not every such curve was filed as active; inconclusive = small, poorly fitted or top-dose-only effect, or effect the other way, or a change in a side signal; inactive = no such curve, though single readings can be large or run the other way; the % refers to the polarisation; note: potency is the fitted concentration of half-maximal effect; % of control where 0% means no effect; many of its hits are not listed in these tables
# Rab9 prom act: qHTS Assay for Rab9 Promoter Activators; Potency, µM (top dose mostly 9.22 µM), for inactives: top-dose activation, negative = inhibition, most hits filed as activators; Huh7 Rab9 promoter-luciferase reporter, luminescence, 24 h; AID 485297, 2010; 320,000 compounds, 2.8% hits; note: potency is the fitted concentration of half-maximal effect; % of control where 0% means no effect; nearly all actives have a fitted effect of over 60% in size
#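 Luminescence from Amplite-detected luciferase (10 minutes, ambient) reports Rab9 promoter activation. Before that, stable Rab9-luciferase Huh7 cells (1500/well, reduced-serum OP-MEM I plus 10% FBS) were exposed to compound for 24 hours at 37C.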
# ELG1 genotoxic: qHTS screen for small molecules that induce genotoxicity in human embryonic kidney (HEK293T) cells expressing luciferase-tagged ELG1; HEK293T ELG1-luciferase reporter, luminescence, 16 h; AID 504466, 2011; 330,000 compounds, 1.3% hits; Potency, µM (doses to about 46 µM), inactives show top-dose activity change, positive = activation, actives largely listed as activators; note: potency is the fitted concentration of half-maximal effect; % of control where 0% means no effect; nearly all actives have a fitted effect of over 60% in size
#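 DMSO vehicle served as control against compound-treated ELG1-luciferase HEK293T cells; exposure lasted 16 hr at 37 °C and 5% CO2, followed by ONE-Glo luminescence detection after 30 min.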
# Gal4-VP16 FLuc: VP16 counterscreen qHTS for inhibitors of ROR gamma transcriptional activity; Drosophila S2 Gal4-VP16 UAS-luciferase, luminescence, 20 h; Potency, µM (titrated, usually from 53.6 µM), inactives show at the top dose activity, negative = inhibition, most hits filed as inhibitors; 310,000 compounds, 3.5% hits; AID 2546, 2010;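 note: Gal4-VP16 expression switched on by copper sulfate through the metallothionein promoter; potency is the fitted concentration of half-maximal effect; % is set by controls: 0 for no effect and ±100 for the full control effect; nearly all actives have a fitted effect of over 50% in size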
# FLuc modulator: qHTS profiling assay for firefly luciferase inhibitor/activator using purifed enzyme and Km concentrations of substrates (counterscreen for miR-21 project) | Luciferin 4-monooxygenase (Photinus pyralis), P08659 | purified FLuc, Km substrates, luminescence inhibition | Potency, µM (series often up to 57.5 µM), for the others: top-dose activity change, negative = inhibition, actives largely listed as inhibitors | 360,000 compounds, 6.9% hits;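 note: potency is the fitted concentration of half-maximal effect; plate controls were vehicle for no effect and reference inhibitor for full effect; nearly all actives have a fitted effect of over 55% in size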
#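 Purified P. pyralis luciferase (10nM final) with 10uM D-luciferin and 10uM ATP (Km levels) in 50mM Tris acetate pH 7.5, 10mM Mg acetate, 0.01% Tween-20, 0.05% BSA; qHTS 6-point titration, ~60 µM downward; luminescence read.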
# BRCA1 expr up: qHTS Assay to Identify Small Molecule Activators of BRCA1 Expression | MCF7-BRCA1-FFLuc reporter, luminescence, 48 h; response scale: scaled: vehicle 0%, 10 µM genistein 100% | Potency, µM (highest dose often 46.1 µM), for inactives: at the top dose activation, hits mostly activators | 380,000 compounds, 1.1% hits | AID 624202, 2012; note: potency is the fitted concentration of half-maximal effect; nearly all actives have a fitted effect of over 80% in size; some results filed as inactive show a strong effect at the top dose
#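 Cells: MCF7-BRCA1-FFLuc, 2000/well. Exposure: 48 h, 37 °C, 5% CO2. Read: luminescence, 15 min post-substrate. Controls: genistein 10 microM (maximal activation), DMSO (neutral).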
# RORgamma inh: qHTS for inhibitors of ROR gamma transcriptional activity; AID 2551, 2010; Drosophila S2 Gal4-RORgamma UAS-luciferase reporter, 20 h; 310,000 compounds, 5.4% hits; Potency, µM (series often up to 53.6 µM), for inactives: at the highest dose activity change, negative = inhibition, most hits filed as inhibitors; note: potency is the fitted concentration of half-maximal effect; % is set by controls: 0 for no effect and ±100 for the full control effect; nearly all actives have a fitted effect of over 60% in size
# Target sequence (P51450 whole entry, looked up, the tested form may be a part): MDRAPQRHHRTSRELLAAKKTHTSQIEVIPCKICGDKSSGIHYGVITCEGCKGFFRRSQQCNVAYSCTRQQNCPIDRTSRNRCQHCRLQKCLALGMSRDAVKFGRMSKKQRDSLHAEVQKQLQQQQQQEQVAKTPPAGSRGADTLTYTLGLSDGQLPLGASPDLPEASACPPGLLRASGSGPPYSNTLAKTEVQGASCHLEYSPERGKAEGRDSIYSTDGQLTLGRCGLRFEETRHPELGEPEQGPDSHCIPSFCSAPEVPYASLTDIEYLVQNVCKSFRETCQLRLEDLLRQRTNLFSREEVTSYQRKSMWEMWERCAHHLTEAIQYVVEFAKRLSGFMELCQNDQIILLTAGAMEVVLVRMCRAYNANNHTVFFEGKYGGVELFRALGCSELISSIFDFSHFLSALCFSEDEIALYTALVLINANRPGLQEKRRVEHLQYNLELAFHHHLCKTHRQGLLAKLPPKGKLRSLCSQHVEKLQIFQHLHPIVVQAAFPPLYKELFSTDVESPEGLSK
#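 Stably transfected Drosophila Schneider cells are the test system, with ROR gamma fused to Gal4 and luciferase under UAS control; luminescence is read after 20 hr of 700 uM copper sulfate induction at ambient temperature.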
# An asterisk follows results filed as active; ? = inconclusive; · = no result given; & = joins results of further samples; [ ] = remark or other dose. Unless noted, calls come from the whole dose curve; as a rule, active = well fitted curve in the direction sought with a large enough effect; inconclusive = small, poorly fitted or top-dose-only effect, or another doubt; inactive = no such curve, though single readings can be large; an effect the other way counts as inactive or inconclusive. A portion of the library; the hit share may differ from the screen's.
SMILES,NPC1 promoter act,p53 reactivator,Giardia kill,PKM2 activator,Menin MLL FP TR,Rab9 prom act,ELG1 genotoxic,Gal4-VP16 FLuc,FLuc modulator,BRCA1 expr up,RORgamma inh
CN(C)CCCN(C(=O)COc1ccc(Cl)cc1)c1nc2cc3c(cc2s1)OCO3,1.1%,29.8%,-27.1,-8.8%,-21.0%,1.1%,14.6%,?,2.9%,12.5%,11.2µM*
COc1ccccc1NS(=O)(=O)c1ccc(C(=O)NCCCN2CCCC2=O)cc1,-1.0%,-9.0%,14.0,·,·,3.1%,-5.1%,·,0.2%,-8.8%,·
C=CCNC(=S)N/N=C(\C)c1cccc(OC)c1,-1.0%,14.1%,-3.9,-0.2%,19.1%,1.6%,1.2%,0.891µM*,-12.7%,9.0%,0.794µM*
CN(C)CCCNc1ncnc2oc(-c3ccccc3)c(-c3ccccc3)c12,-11.4%,-6.1%,-3.9,·,20.5%,-6.4%,0.5%,-13.8%,-1.1%,-49.4%,-40.3%
COc1ccc(CCC(=O)N2CCCC(Nc3ccc(OC)cc3)C2)cc1 (configuration not stated),2.4%,-6.5%,6.1,·,-7.0%,1.0%,-1.5%,-9.6%,1.3%,5.3%,-17.7%
Clc1ccc(-c2nnc(Sc3nc4ccccc4o3)c3ccccc23)cc1,?,11.4%,-5.7,-9.8%,-1.2%,?,4.6%,?,-8.7%,-70.5%,6.31µM*
CC(C)CN(C(=O)c1cc(Cl)nc2ccccc12)c1c(N)n(Cc2ccccc2)c(=O)[nH]c1=O,1.3%,-3.0%,0.7,·,·,-5.7%,3.2%,·,8.9%,-4.1%,·
CCN(CC)CCOc1ccc2nc(N(C)C)sc2c1,14.4%,-0.5%,-5.2,-0.4%,8.4%&4.2%,18.6%,1.4%,2.7%&-21.6%,-14.9%,0.0%,-6.3%[10 µM]
CC(=O)Nc1cc(C(=O)CSc2nnc(C3CC3)n2C2CC2)ccc1O,-3.4%,10.8%,-22.4,·,·,0.8%,2.3%,·,5.3%,0.7%,·
CC(CNC(=O)CN1C(=O)COc2ccc(S(=O)(=O)N3CCCCC3)cc21)c1ccccc1 (configuration not stated),3.7%,-8.4%,16.1,·,·,-0.9%,-3.5%,-9.3%,0.2%&-10.9%,-0.2%,-10.8%
CCN1CCN(C(=O)c2ccc(Cl)c(S(=O)(=O)N3CCCCC3)c2)CC1,1.6%,3.3%,26.6,-3.4%,·,6.2%,-4.3%,4.1%,7.2%,-22.3%,-13.0%
COc1ccccc1Nc1nc(Cl)nc(Nc2ccccc2OC)n1,-12.2%,-3.5%,5.2,6.3%,21.3%,1.6%,11.4%,3.4%,3.2%,-25.3%,-3.0%
COc1ccccc1C(=O)NC(=O)COC(=O)Cc1ccc(F)cc1,-0.4%,0.8%,19.7,·,·,2.0%,-2.0%,·,-0.9%,0.1%,·
CCN(CC)CCNC(=O)C1(O)c2cc(Br)ccc2NC(=O)N1c1ccccc1 (configuration not stated),-1.0%,1.2%,-6.2,·,10.8%,-6.3%,-2.2%,1.3%,-2.1%,4.4%,3.4%
O=C(CN1C(=O)C(=O)N(Cc2ccco2)C1=O)c1c[nH]c2ccccc12,6.9%,0.6%,7.4,-4.2%,·,8.4%,1.7%,0.0%,-8.5%,0.0%,-7.2%
Cc1occc1-c1nnc(SCC(=O)Nc2ccccc2N2CCCCC2)n1C,-1.6%,-5.1%,2.2,-5.8%,-12.5%,-1.1%,-15.3%,3.2%,2.6%,-47.8%,?
CCOC(=O)c1c(S(=O)(=O)NCC(=O)Nc2ccccc2)c(C)n(C)c1C,-5.4%,-4.7%,21.1,·,·,1.9%,-2.6%,2.4%,0.0%,-4.8%,-0.4%
COc1ccc(OC)c(NC(=O)COC(=O)/C=C/c2ccc(Cl)cc2)c1,-3.3%,3.5%,9.2,-1.5%,-25.3%,-2.0%,1.9%,-12.4%,3.2%,-15.9%,1.9%
Cc1cccc(N=N/C(=C\O)C(=O)c2cccs2)c1,10.9%,16.2%,-5.4,-11.6%,26.6%,14.8%,-2.9%,-7.8%,?,-81.3%,44.0%
Cc1cc2ccccc2c(=O)n1CC(=O)NCC1COc2ccccc2O1 (configuration not stated),1.3%,-2.9%,-0.9,-6.3%,-17.8%,-2.9%,0.9%,-5.2%,-2.6%,-1.9%,29.6%
COc1ccccc1CNC(=O)CCCn1nc(C)c2c(C)n(-c3ccc(C)cc3)nc2c1=O,-3.7%,-2.1%,23.3,-5.6%,-26.5%,-10.5%,-3.1%,3.8%,-13.0%,7.3%,19.3%
CCOC(=O)c1cc(C(=O)c2cccs2)n2ccc(C(C)=O)cc12,-3.5%,0.5%,-2.2,-1.9%,4.2%,-3.8%,-2.0%,2.9%,-1.5%,-53.1%,-2.3%
CC(C)N(C)C(=O)C(=O)c1cccn1-c1cccc(Cl)c1C#N,-5.5%,-2.5%,-23.1,-2.4%,-1.3%,1.1%,0.4%,3.4%[10 µM],0.3%,-29.1%,10.1%
O=C(NCc1ccco1)C1CC(=O)N(CCc2ccccc2)C1 (configuration not stated),-2.2%,-14.4%,-7.8,2.2%,-0.3%,5.8%,0.7%,6.1%,0.0%,0.0%,?
O=C(Cn1nc(-c2ccc(Cl)cc2)ccc1=O)NCCN1CCOCC1,-1.8%,-0.4%,12.2,-0.8%,9.9%[11.7 µM],10.8%,1.9%,2.3%,3.5%,4.4%,30.2%
# Further entries follow.
SMILES,NPC1 promoter act,p53 reactivator,Giardia kill,PKM2 activator,Menin MLL FP TR,Rab9 prom act,ELG1 genotoxic,Gal4-VP16 FLuc,FLuc modulator,BRCA1 expr up,RORgamma inh
CSc1ccc(C(C(C(=O)c2cccs2)N2CCOCC2)N2CCOCC2)cc1 (configuration not stated),2.5%,4.4%,8.8,-0.5%,-3.6%,-1.4%,-1.3%,12.5%,26.9µM*,-23.2%,-1.2%
Cc1c(-c2csc(N)n2)c2ccccc2n1C,-0.4%,12.1%,-0.8,·,13.6%,3.3%,0.3%,1.8%,-7.4%,-38.0%,7.1%
CS(=O)(=O)n1nc(-c2ccco2)nc1N,-1.4%,-3.0%,27.0,-3.2%,9.6%,-2.7%,-0.4%,-3.0%,1.4%,4.2%,-5.2%
COc1ccc(OC)c(C2=NOC(C(=O)Nc3ccc4c(c3)OCCO4)C2)c1 (configuration not stated),0.3%,-2.9%,2.4,·,-6.1%,-1.9%,0.8%,0.2%,-4.9%,1.8%,44.7%
O=c1cc(N2CCCCCC2)[nH]c(=O)n1-c1ccc(Cl)cc1,3.3%,2.9%,?,0.8%,-5.4%,17.4%,6.5%,-0.8%,2.4%,7.6%,0.9%
CN(C)/C=C1/Nc2ccccc2C1=O,-2.7%,?,-2.0,0.1%,-20.4%,7.3%,3.8%,-5.4%,-11.1%,14.4%,2.0%
S=c1[nH]cc(-c2ccccc2)[nH]1,9.7%,12.4%,-15.9,-15.5%,·,1.3%,5.0%,-4.0%,?,18.0%,0.0%
COc1ccc(N(C(=O)c2cc3ccccc3oc2=O)C2C=CS(=O)(=O)C2)cc1 (configuration not stated),1.8%,12.9%,0.1,2.5%,-0.2%,-7.7%,15.3%,5.7%,-0.9%,-24.7%,7.4%
N#Cc1ccc(NC(=O)COC(=O)CNC(=O)C2CCCCC2)cc1,17.4%,1.0%,-1.8,5.6%,-3.3%,-5.9%,2.8%,-12.8%,-19.6%,-0.1%,-11.7%
Cc1cccc(OC(C)C(=O)Nc2ccc(N3CCCCC3)cc2)c1 (configuration not stated),-2.3%,7.7%,21.9,·,·,2.4%,-0.1%,·,-3.6%,3.5%,·
O=C(CC1CCCCC1)N=C1SC2CS(=O)(=O)CC2N1c1ccccc1 (configuration not stated),-1.6%,10.2%,16.6,·,·,-0.7%,2.6%,1.9%,2.0%,-6.3%,6.1%
CCOC(=O)c1ccc(CN2C(=O)c3ccccc3S2(=O)=O)cc1,21.6%,7.0%,-13.2,5.4%,11.1%,24.1%,5.4%,-11.6%,-17.2%,1.9%,21.7%
O=c1[nH]cnc2c1sc1nc(C(F)F)cc(-c3ccccc3)c12,13.1%,4.3%,-11.3,·,·,0.3%,?,·,1.6%,-49.3%,·
C=C(C)COc1ccc(-c2nc(N)nc(C)c2Oc2ccccc2OC)c(O)c1,1.9%,-1.9%,0.9,3.7%,30.8%[activator],-6.3%,1.2%,-5.3%,-1.0%,-57.6%,23.2%
